Compound activity as filed in PubChem BioAssay.
CHOP inh: inhibitors of CHOP promoter induction, primary screen, cell-based, unfolded protein response, luciferase reporter | CHO-K1 CHOP-promoter luciferase, tunicamycin-induced, 15-18 h | inhibition, % at 10 µM | 220,000 tested, 3.8% active | AID 2732, 2010;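 active = compounds that reduced the stress-induced luciferase reporter signal by more than about 70% of percent inhibition, limit read from the data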;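 note: 0% = tunicamycin plus vehicle and 100% = wells without tunicamycin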
S1P4 antagonist: S1P4 receptor antagonists, primary screen, cell-based; 220,000 tested, 0.26% active; S1P4-expressing cells, antagonist mode, reporter read-out; inhibition, % at 4.98 µM; Sphingosine 1-phosphate receptor 4 (Homo sapiens), O95977; AID 1510, 2009; in the data active = inhibition above about 29%;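 note: 0% = wells stimulated with agonist and 100% = vehicle wells without agonist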
Target sequence (O95977 whole entry, looked up): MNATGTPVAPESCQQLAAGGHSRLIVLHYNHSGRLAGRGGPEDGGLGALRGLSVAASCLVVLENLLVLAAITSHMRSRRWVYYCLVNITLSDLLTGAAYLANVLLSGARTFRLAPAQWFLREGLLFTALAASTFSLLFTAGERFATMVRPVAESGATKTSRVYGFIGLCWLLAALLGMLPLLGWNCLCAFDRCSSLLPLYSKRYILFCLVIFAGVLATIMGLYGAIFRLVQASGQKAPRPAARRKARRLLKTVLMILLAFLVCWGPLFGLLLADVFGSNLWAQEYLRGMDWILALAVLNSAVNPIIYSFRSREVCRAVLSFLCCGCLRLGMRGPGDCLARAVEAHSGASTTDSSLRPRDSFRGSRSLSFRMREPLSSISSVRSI
BaF3 tox: parental Ba/F3 cell viability inhibition, counter-screen for JAK2V617F inhibitor project, murine pro-B, CellTiter-Glo luminescence; CellTiter-Glo ATP luminescence; inhibition, % at 5.6 µM; 220,000 tested, 1.1% active; AID 1486, 2009;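 active = inhibition above a per-campaign cutoff, the mean inhibition of all tested compounds plus 3 SD, cut at about 27% in these data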;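 note: 0% = DMSO wells and 100% = JAK Inhibitor I control wells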
NCF1 inh: p47phox/p22phox peptide binding inhibitors, primary screen, biochemical, uHTS, NADPH oxidase regulatory subunit | Neutrophil cytosol factor 1 (Homo sapiens), P14598 | fluorescence polarization, 2 h | inhibition, % at 24.7 µM | 220,000 tested, 0.53% active | AID 1274, 2008;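 active = inhibition above about 30%, limit read from the data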;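 note: 0% = p47phox with labelled peptide and 100% = labelled peptide alone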
Ba/F3 V617F tox: reduced viability of JAK2V617F-dependent Ba/F3 cells, primary screen, JAK2V617F inhibitor project, cell-based, Ba/F3 EpoR-JAK2V617F, luminescence; 220,000 tested, 1.1% active; ATP luminescence; AID 1446, 2008; inhibition, % at 5.6 µM;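 active = inhibition above the campaign mean plus 3 SD over all tested compounds, cut at about 24% in these data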;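 note: cytokine-independent growth of Ba/F3 cells driven by EpoR plus mutant JAK2; 0% = DMSO-treated cells and 100% = JAK inhibitor I control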
NPY-Y1 antag: NPY-Y1 receptor antagonists, primary screen, cell-based; inhibition, % at 3.6 µM; AID 1040, 2008; Neuropeptide Y receptor type 1 (Homo sapiens), P25929; HEK293-CNG Y1 cells, membrane potential fluorescence; NPY at EC95, then isoproterenol; 200,000 tested, 1% active;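 active = inhibition above the campaign mean inhibition of all tested compounds plus 3 SD, cut at about 20% in these data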;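 note: 0% = DMSO wells given NPY plus isoproterenol and 100% = isoproterenol alone without NPY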
Target sequence (P25929 whole entry, looked up): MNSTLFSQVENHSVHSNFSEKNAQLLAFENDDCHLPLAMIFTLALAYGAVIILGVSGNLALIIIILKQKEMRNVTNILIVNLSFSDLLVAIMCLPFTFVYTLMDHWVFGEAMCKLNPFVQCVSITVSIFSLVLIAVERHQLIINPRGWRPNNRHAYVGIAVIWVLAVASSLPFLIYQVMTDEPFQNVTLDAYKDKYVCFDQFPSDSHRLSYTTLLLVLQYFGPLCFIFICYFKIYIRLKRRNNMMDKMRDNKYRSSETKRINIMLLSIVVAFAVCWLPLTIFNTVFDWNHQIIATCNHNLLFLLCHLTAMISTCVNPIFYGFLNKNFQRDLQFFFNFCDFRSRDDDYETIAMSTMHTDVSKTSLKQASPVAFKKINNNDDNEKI
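Material: HEK293 Y1/CNG channel cell line | Also added: NPY (25 nM), isoproterenol (1 µM), Ro 20-1724 (25 µM) | Compound: One concentration, 3.6 µM, in 0.4% DMSO | Schedule: 3 h dye uptake, 1 h room-temperature compound, 45 min post-isoproterenol | Signal: Membrane-potential fluorescent dye readout | Read-out: % inhibition of NPY effect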
NPY2 pot ag: NPY-Y2 potentiators or agonists, primary screen, cell-based | Neuropeptide Y receptor type 2 (Homo sapiens), P49146 | cells expressing NPY-Y2, potentiator/agonist read-out | activation, % at 3.6 µM | 220,000 tested, 0.45% active; in the data active = activation above about 27%;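 note: cells stimulated with NPY near EC25 plus isoproterenol at EC100; 0% = vehicle plus submaximal agonist and 100% = vehicle plus saturating agonist; some results beyond the cut were filed as inactive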
S1P4 agonist: S1P4 receptor agonists, primary screen, cell-based; S1P4-expressing cell line, agonist reporter assay; activation, % at 4.98 µM; 220,000 tested, 0.35% active; AID 1509, 2009; in the data active = activation above about 11%;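 note: 0% = DMSO vehicle and 100% = reference agonist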
NPY-Y1 PAM-ag: NPY-Y1 receptor potentiators or agonists, primary screen, cell-based | Neuropeptide Y receptor type 1 (Homo sapiens), P25929 | NPY-Y1 expressing cells, potentiator/agonist activation | activation, % at 3.6 µM | 220,000 tested, 0.37% active | AID 1304, 2008; in the data active = activation above about 33%, passing the limit was not always enough;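 note: cells stimulated with NPY at EC10 then isoproterenol at EC100; 0% = low agonist plus stimulus and 100% = saturating agonist plus stimulus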
Active calls of the source: *; . = not tested or not shown.

SMILES | CHOP inh | S1P4 antagonist | BaF3 tox | NCF1 inh | Ba/F3 V617F tox | NPY-Y1 antag | NPY2 pot ag | S1P4 agonist | NPY-Y1 PAM-ag
COC(=O)CC1(C(=O)OC)Oc2ccc(Br)cc2C(=O)N1c1ccc(Br)cc1Cl (stereo not given) | -1 | 13 | -2 | -7 | -3 | . | -15 | 0.9 | -8
CN(C)CCn1c(=N)n(CC(O)c2ccc(Cl)c(Cl)c2)c2ccccc21 (stereo not given) | -16 | 16 | 7 | 3 | 8 | 23* | -33 | 0.3 | -16
COC(=O)CCCNC(=O)OCc1ccc([N+](=O)[O-])cc1 | -4 | -4 | 2 | -1 | 2 | 5 | 9 | 1.1 | -8
O=C(Cc1ccccc1)NCC(=O)N1CCCCCC1 | 20 | 10 | 3 | 2 | -2 | 7 | -4 | 0.3 | 8
COc1cccc(C(=O)NCC(=O)N/N=C/c2ccc(OC(=O)c3cccs3)c(OC)c2)c1 | -26 | 0 | 1 | -13 | -6 | 5 | 24 | -1.2 | -2
COc1cccc(CNC(=O)c2cc3c(C)nc4ccccc4c3o2)c1 | 48 | -13 | 5 | -21 | -2 | 5 | -10 | -0.7 | -9
COc1cccc(C(=O)NCCSc2ccc(F)cc2)c1 | 2 | -13 | 0 | 4 | 0 | 5 | -3 | -1.1 | 6
CCCn1c(Cc2ccccc2)n[nH]c1=S | -15 | -4 | 6 | 1 | 6 | 7 | -9 | 1.5 | -3
CCCCCCCCCn1ccc(=N)cc1 | 76* | -7 | 96* | -2 | 99* | . | -5 | 1.5 | -54
Cc1cccc(NC(=O)CSc2nnc(NC(=O)c3ccc(S(=O)(=O)N4CCOCC4)cc3)s2)c1C | 3 | -23 | -4 | -9 | -3 | 7 | -1 | 1.2 | 11
COC(=O)CN1C(=S)N(c2ccc(Cl)cc2)C(=O)C1CC(=O)Nc1ccc(F)cc1 (stereo not given) | 29 | -8 | 4 | -1 | 3 | -8 | 30* | 0.4 | 32
O=C(CCCNC(=O)/C(=C/c1ccc(F)cc1)NC(=O)c1ccccc1)OCc1ccccc1 | 10 | -18 | 4 | -4 | 0 | 0 | -1 | 1.1 | -5
COc1ccc2c(c1)cc(C(O)c1ccccn1)n2S(=O)(=O)c1ccccc1 (stereo not given) | 10 | -23 | 2 | -9 | -1 | -4 | 7 | 1.1 | 0
CCOC(=O)c1cnc2ccc(C)cc2c1NCCO | 27 | -16 | 6 | 43* | 2 | 4 | 7 | -0.1 | -1
C=CCNC(=S)NNC(=O)C(CC(C)C)CC(C)O (stereo not given) | 8 | -18 | -3 | -7 | 4 | . | 4 | 0.4 | 11

Continued, starting with the last two of the part before.
SMILES | CHOP inh | S1P4 antagonist | BaF3 tox | NCF1 inh | Ba/F3 V617F tox | NPY-Y1 antag | NPY2 pot ag | S1P4 agonist | NPY-Y1 PAM-ag
CCOC(=O)c1cnc2ccc(C)cc2c1NCCO | 27 | -16 | 6 | 43* | 2 | 4 | 7 | -0.1 | -1
C=CCNC(=S)NNC(=O)C(CC(C)C)CC(C)O (stereo not given) | 8 | -18 | -3 | -7 | 4 | . | 4 | 0.4 | 11
CC(C)CCOc1ccc(C(CC(N)=O)C(=O)O)cc1 (stereo not given) | 15 | -9 | 5 | -7 | -3 | -1 | -1 | 1.5 | 2
Cc1ccc(CC2CC(=O)N(c3ccncc3)C2=O)cc1 (stereo not given) | 41 | 3 | 3 | -5 | 0 | 3 | -18 | 1.2 | -12
O=C(COc1c(Cl)cccc1Cl)NN1C(=O)CSC1=S | 8 | -12 | 3 | -37 | -1 | 5 | 3 | 0.8 | 2
CCC(=O)Nc1ccc2nc(C)n(CC(=O)Nc3ccccc3)c(=O)c2c1 | -6 | 15 | 1 | -4 | -4 | -4 | 6 | 2.8 | 0
C=C(C)Cn1c(SCC#N)nc2ccccc2c1=O | -12 | -5 | 1 | -5 | -5 | 1 | 0 | 3.2 | -49
O=C1C2C3C=CC(C2C(=O)N1C1CCCCC1)C1C(=O)N(C2CCCCC2)C(=O)C31 (stereo not given) | 70 | 7 | 5 | -10 | 2 | 9 | 12 | -0.3 | -4
COC(=O)CSc1nnc(CNC(=O)c2cc(OC)c(OC)c(OC)c2)n1C | -37 | -10 | 7 | 5 | 2 | 4 | 2 | 0.4 | -4
O=C(COC(=O)/C=C/c1ccc2c(c1)OCO2)Nc1ccccc1 | 8 | 13 | 6 | 13 | 3 | 10 | -22 | 2.4 | -17
Fc1cnc(N/N=C/c2ccc(-c3ccc(Br)cc3)o2)nc1N1CCOCC1 | 7 | 2 | -1 | 1 | 3 | . | -7 | 1.3 | -5
C[C@H](NC(=O)c1ccco1)C(=O)Nc1cccc([N+](=O)[O-])c1 | 22 | -1 | 5 | 2 | -1 | 0 | -5 | -1.1 | 13
CC(C)(C)S(=O)(=O)c1cnc(-c2ccc(Cl)cc2)nc1N | -5 | 10 | 0 | -1 | -1 | . | 16 | 0.7 | 22
COc1cc(NC(=O)c2ccco2)c(OC)cc1NC(=O)CCC(=O)Nc1cc(C)cc(C)c1 | 76* | -17 | 5 | 3 | 1 | 3 | 0 | 0.2 | -17
CC(=O)c1sc2nc(-c3ccc(C)cc3)c3c(c2c1N)CCCC3 | 37 | -10 | 3 | -6 | 0 | 6 | -2 | 1.2 | -14
Cc1ccc(CSc2nnc(NC(=O)Cn3cnc4ccccc4c3=O)s2)cc1 | 8 | -27 | 2 | . | -3 | 8 | -6 | 2.1 | 1
CCOC(=O)c1cc(-c2ccccc2)sc1NC(=O)C(C)Sc1nnc(C)s1 (stereo not given) | 46 | -4 | -1 | -22 | -1 | 10 | -23 | 0.7 | -26
COc1ccc(OCC(=O)Nc2cccc(OC)c2)cc1 | 39 | -7 | 4 | -5 | 1 | 1 | -5 | -2.2 | -15
O=C(COc1ccc(Br)cc1)NCCO | -34 | -8 | -3 | -7 | -4 | 3 | -3 | 0.3 | -19
COc1cc(OC)c(CN2CCCCCCC2)cc1Br | -2 | -17 | 2 | -4 | 1 | 13 | -5 | 3.9 | -19
COc1ccccc1NC(=O)N1CCN(S(C)(=O)=O)CC1 | 12 | 2 | 6 | -4 | 1 | -2 | -7 | 1.3 | -14
Cc1ccc(N2N=C(c3ccc(F)cc3)CC2c2ccco2)cc1 (stereo not given) | 26 | -6 | 1 | -14 | 0 | 3 | -3 | 3.1 | -3
FC(F)(F)Oc1ccc(NC(=S)NCc2ccccc2)cc1 | 13 | 2 | 4 | -3 | 0 | -7 | 1 | -0.5 | -10
O=C1CN(c2ccccc2)C(=O)N1 | 5 | -2 | 1 | -20 | 2 | . | 3 | 0.5 | -8
O=C(CN(CC1CCCO1)C(=O)Cn1nnc(-c2ccc(F)cc2)n1)NC1CCCCC1 (stereo not given) | 46 | -3 | 3 | -8 | 2 | -1 | -6 | -1.2 | 5
Cc1ccc2cccc(S(=O)(=O)Nc3ccc4c(c3)OCO4)c2n1 | 34 | 1 | 4 | -14 | -1 | -4 | 5 | -1.4 | -23
COc1ccccc1CN(Cc1cc2cc(C)ccc2[nH]c1=O)Cc1nnnn1Cc1ccco1 | 19 | 3 | 2 | -58 | 4 | 33* | -9 | 1.8 | -18
COC(=O)c1ccc(C2CC(=O)Nc3cc(OC)c(OC)cc32)cc1 (stereo not given) | 11 | -7 | 3 | -8 | 2 | 8 | -9 | -0.9 | -3
Cc1nc2ccccn2c1C(=O)NCC(C)C | -5 | -13 | -1 | -2 | -3 | 4 | 9 | 0.9 | -13
CCOC(CNC(=O)c1nnc(Cc2cc(OC)c(OC)c(OC)c2)o1)OCC | 1 | 18 | 2 | -1 | 3 | -1 | -8 | -1.4 | -5
CC(C)(CN1CCN(Cc2ccccc2)CC1)NS(=O)(=O)c1ccc(Cl)cc1 | 0 | 4 | 4 | 4 | 2 | . | -30 | 0.2 | -7
N#C/C(=C\c1ccc(Cl)cc1)c1nc2ncccc2[nH]1 | -48 | -3 | 3 | -28 | -5 | 7 | -5 | 1.0 | 10
Cc1ccc(S(=O)(=O)N(CC(=O)N/N=C/c2ccc(F)cc2)c2cccc3cccnc23)cc1 | 36 | -5 | 4 | 5 | -3 | 3 | -2 | -0.6 | 7
Cc1nnc(SCC(=O)Nc2ccc(Cl)cn2)s1 | 17 | -17 | 0 | -2 | -3 | 9 | 3 | -1.2 | -9
O=C(/C=C/c1cn(-c2ccccc2)nc1-c1cccs1)NCCN1CCOCC1 | 12 | -6 | 0 | -27 | -2 | . | 30 | -0.2 | 30
CCCOc1cc(C)c(S(=O)(=O)N2CCN(C)CC2)cc1C | -20 | -37 | 8 | -4 | 6 | 3 | -28 | -2.5 | -29
O=c1c2ccccc2nc2n1CCN2 | -14 | -11 | 5 | 2 | 0 | 4 | 13 | -1.3 | 26
Cc1ccc(N=C2NC(=O)/C(=C/c3cccn3C)S2)cc1C | -36 | -1 | 1 | -65 | 0 | . | -12 | 1.2 | 10
CC(C)[C@@H]1NC(=O)c2cc([N+](=O)[O-])cc(I)c2NCC[C@@H](C(N)=O)NC(=O)[C@H](CO)NC1=O | 9 | -6 | 8 | -6 | -1 | -3 | 9 | 1.9 | -15
CCOc1ccc(N2CC(C(=O)NCCN3C(=O)S/C(=C\c4cccnc4)C3=O)CC2=O)cc1 (stereo not given) | -4 | -15 | 2 | -7 | -6 | 3 | 9 | -0.6 | 10
Cc1ccc(S(=O)(=O)NC2=NCN(Cc3cccnc3)CN2)cc1 | -3 | -13 | 7 | 1 | -4 | -1 | -10 | 0.6 | 25
CC1=NN(c2ccc(Cl)cc2)C(=O)C1 | 21 | -21 | 6 | -10 | 3 | -2 | -3 | -0.9 | -8
C/C(=C\c1ccccc1)CN1CCN(c2ccccc2F)CC1 | 28 | -3 | 5 | -11 | -1 | 1 | -9 | -1.0 | -13
N/C(COc1ccc(Cl)cc1Cl)=N\O | -8 | -5 | 6 | -8 | 0 | . | -7 | 2.0 | -2
C=CCNC(=O)c1cccn1-c1ccsc1C(=O)OC | -27 | 9 | 2 | -4 | 4 | 0 | 0 | -0.2 | -2
O=C(NNC(=O)c1nn(-c2ccc(F)cc2)ccc1=O)Nc1cccc(Cl)c1 | -7 | -6 | -6 | -5 | -3 | . | -10 | 0.5 | -8
Clc1ccc(-n2nnnc2CN2CCCCC2)cc1Cl | 64 | -18 | 8 | -7 | -3 | 3 | -3 | -0.8 | -30
COc1ccc(CCNC(=O)Cn2cnc3c(nnn3Cc3ccc(C)cc3)c2=O)cc1OC | 21 | -7 | 1 | -26 | -2 | 0 | 1 | -3.3 | -25
CC(=O)Nn1c(COc2ccccc2C)nc2ccccc2c1=O | 13 | -25 | -1 | -8 | -6 | 4 | -22 | -1.1 | -7
CN1CCN(CCCNC(=O)C2CCN(c3nnc(-n4cccc4)s3)CC2)CC1 | -9 | -9 | 12 | -8 | 6 | 1 | -6 | 1.6 | -11
